RAD52 inh: RAD52 DNA annealing inhibitors, primary screen, biochemical, FRET, single point, set 2 | inhibition, % at 18.7 µM | AID 651710, 2012 | recombinant RAD52 DNA annealing, FRET fluorescence | DNA repair protein RAD52 homolog (Homo sapiens), P43351 | hit rate 0.46% among 360,000;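 active = every replicate showing at least 50% inhibition; inconclusive = mean inhibition at least 50% but not in every replicate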
esBAF inh: Bmi1 luciferase reporter increase in mESCs, primary screen, esBAF inhibitor project, mouse ES cells, Bmi1 luciferase knock-in, single point | 24 h; 100% = twice the neutral-well signal | reporter increase, % at 12.5 µM | hit rate 2% among 350,000; in the data active = activation above about 40%; inconclusive = no clear call, values can overlap the other calls;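 note: 0% = median of the plate's neutral control wells and 100% = double that signal; a rise in the Bmi1 reporter signal indicates esBAF inhibition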
ERAP1 HTS inh: human ERAP1 aminopeptidase inhibitors, primary screen, biochemical, single point, plate reader; Endoplasmic reticulum aminopeptidase 1 (Homo sapiens), Q9NZ08; recombinant ERAP1, Leu-AMC fluorescence, 60 min; inhibition, % at 10.7 µM; hit rate 0.15% among 340,000; AID 652197, 2013;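 active = mean replicate inhibition of at least 30%, or all replicates individually reaching that 30% level; inactive = mean below 30% and not every replicate reaching it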;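 note: 0% = neutral control wells and 100% = L-leucinethiol positive control wells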
RAD54 inh: inhibitors of human RAD54 branch migration, primary screen, biochemical, fluorescence, single point; DNA repair and recombination protein RAD54-like (Homo sapiens), Q92698; RAD54 Holliday junction branch migration, FAM/BHQ fluorescence; inhibition, % at 10.4 µM; hit rate 0.14% among 360,000; AID 602329, 2012;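 active = mean normalized replicate activity at least 40 and at least half of replicates scoring 40 or more; inconclusive = only one of the two criteria met; inactive = mean below 40 and under half of replicates reaching 40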;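 note: 0% = median of neutral control wells and 100% = median of positive control wells; inhibitors cause a drop in the FAM fluorescence signal; in these data hits start at about 50%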
Target sequence (Q92698 whole entry, looked up): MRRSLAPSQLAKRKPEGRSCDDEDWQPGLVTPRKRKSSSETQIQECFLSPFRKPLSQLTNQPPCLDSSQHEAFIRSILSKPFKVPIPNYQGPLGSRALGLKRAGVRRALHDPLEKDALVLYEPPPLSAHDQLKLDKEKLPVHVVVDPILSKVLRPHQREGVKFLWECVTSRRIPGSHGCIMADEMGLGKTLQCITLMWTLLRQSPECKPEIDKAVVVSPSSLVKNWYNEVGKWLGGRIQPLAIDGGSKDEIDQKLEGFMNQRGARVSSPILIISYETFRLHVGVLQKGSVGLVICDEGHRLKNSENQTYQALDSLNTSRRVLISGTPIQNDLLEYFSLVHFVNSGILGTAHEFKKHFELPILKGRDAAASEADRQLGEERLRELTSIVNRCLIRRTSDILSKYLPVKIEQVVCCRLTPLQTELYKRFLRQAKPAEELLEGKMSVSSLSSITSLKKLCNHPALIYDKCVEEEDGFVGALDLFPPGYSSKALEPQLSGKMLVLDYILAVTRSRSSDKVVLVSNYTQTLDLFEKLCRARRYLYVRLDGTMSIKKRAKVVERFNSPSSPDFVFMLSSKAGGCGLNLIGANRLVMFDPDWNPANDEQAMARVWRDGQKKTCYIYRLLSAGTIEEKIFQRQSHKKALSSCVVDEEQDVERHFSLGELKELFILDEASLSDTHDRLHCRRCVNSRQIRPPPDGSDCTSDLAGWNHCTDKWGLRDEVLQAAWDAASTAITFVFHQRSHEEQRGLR
ERp5 inh: inhibitors of ERp5-driven insulin aggregation, primary screen, biochemical, turbidity, absorbance 650 nm, single point; hit rate 0.05% among 350,000; 90 min; Protein disulfide-isomerase A6 (Homo sapiens), Q15084; inhibition, % at 9.99 µM;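 active = mean replicate inhibition above about 25%, with every replicate also reaching it, limit read from the data, passing the limit was not always enough; inconclusive = only one of those two criteria met; inactive = neither criterion met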
Xi reactivation: activators of inactive X chromosome reactivation, primary screen, imaging, XiGFP fibroblasts, GFP high-content imaging, set 2; hit rate 0.055% among 360,000; XiGFP mouse fibroblasts, % GFP-positive cells imaging, 3 d; cells co-treated with 5-aza-dC sensitizer; scaled so ellipticine positive control = 100%; activation, % at 7.58 µM;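 active = mean normalized replicate activation at least 10% and every replicate at or above 10%; inconclusive = only one of the two criteria met; inactive = mean below 10% and not all replicates reach 10%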;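 note: 0% = median of on-plate neutral control wells and 100% = ellipticine 6 µM median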
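System: XiGFP fibroblasts, SV40-immortalized. Medium: DMEM plus 5-aza-dC sensitizer. Doses: single point. Timing: 3 d treatment, 15 min room-temperature fixation. Control set: ellipticine 6 µM.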
E-sel inducer: E-selectin induction in HUVECs, primary screen, imaging, HUVEC, immunofluorescence imaging, single point; P16581; normalized: neutral wells 0, TNF-alpha wells 100; activation, % at 7.58 µM; hit rate 0.37% among 260,000; AID 686992, 2013;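 active = mean E-selectin-positive cell signal at least 10% of the positive control, reached in at least 60% of replicates, without over 20% cell loss; inconclusive = no rule given, readout overlaps actives, possibly toxicity-flagged; inactive = the rest, including those meeting only one limit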;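 note: in these data hits start at about 27%; measured in HUVEC primary endothelial cells; signal is the percent of cells scored E-selectin positive by PE staining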
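Test system: HUVEC; input: 3,000 HUVEC/well; measured by: immunofluorescence imaging; read-out: % PE-positive cells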
S100A4 inh HTS: inhibitors of S100A4-myosin IIA peptide binding, primary screen, biochemical, fluorescence polarization, TAMRA-MyoIIA peptide; inhibition, % at 10.7 µM; Protein S100-A4 (Homo sapiens), P26447; hit rate 0.14% among 360,000;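 active = mean inhibition of at least 70% across replicates, with every replicate also reaching that level; inconclusive = mean inhibition reaches 70% but some replicates fall short; inactive = mean inhibition below 70%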
Target sequence (P26447 whole entry, looked up): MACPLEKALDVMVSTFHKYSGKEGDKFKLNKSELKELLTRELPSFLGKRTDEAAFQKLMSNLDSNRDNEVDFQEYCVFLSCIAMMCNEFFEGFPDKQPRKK
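Material: human S100A4 monomer with TAMRA-labelled myosin IIA peptide; buffer or medium: HEPES pH 7.2 with CaCl2, KCl, NaCl, DTT, Triton; compound dosing: one concentration per compound; schedule: 5 min incubation before reading; benchmarks: neutral control DMSO, positive control TFP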
* hit, by the source's call; ? = inconclusive; . = not tested or not shown; & = joins results of further samples. This is a random part of the collection; any-hit rate near 2.5%.

1: COc1ccc(C(CNC(=O)COc2ccccc2OC)N2CCCCC2)cc1 (configuration not stated)
2: Cc1noc(C)c1NC(=O)Nc1ccc2c(c1)C(=O)N([C@H](C)CO)C[C@H](C)[C@H](CN(C)C(=O)CCCN(C)C)OCCCC[C@H](C)O2
3: C[C@@H]1CN([C@H](C)CO)C(=O)c2cc(NC(=O)Nc3ccc4c(c3)OCO4)ccc2O[C@@H](C)CCCCO[C@@H]1CN(C)C(=O)C1CCCCC1
4: O=C(CNC(=O)c1ccc(Br)cc1)NCC(=O)OCC(=O)c1ccc([N+](=O)[O-])cc1
5: Cc1cc(=O)oc2cc(OCCSCCN3CCCCC3)ccc12
6: CCOC1=C2[C@@H](CN(S(=O)(=O)c3ccc(C)cc3)[C@H]2c2ccc(Cl)cc2)[C@H]2C(=O)N(c3ccccc3)C(=O)[C@H]2C1
7: C[C@H]1CN([C@@H](C)CO)C(=O)c2cc(-c3ccc(C(=O)N(C)C)cc3)cnc2O[C@@H]1CN(C)C(=O)C1CC1
8: C=C(C)Cn1c(CNC(C)=O)nc2ccccc21
assay / entry,1,2,3,4,5,6,7,8
RAD52 inh,-5,-1,9,-14,-38,-4,-7,27
esBAF inh,-9,-4,-4,.,4,5,-1,-1
ERAP1 HTS inh,-3,0,0,-1,8,.,-1,5
RAD54 inh,7,1,8,6,-2,-6,-4,0
ERp5 inh,1,-16,8,2,2,-3,-3,4
Xi reactivation,0.2,-0.1,0.0,0.0,0.2,0.0,0.1,-0.1
E-sel inducer,.,-0.1,0.0,.,-0.3,.,-0.8,0.0
S100A4 inh HTS,9,23,-6,3,-2,0,-6,1

Brought forward from above: 3 entries, then new ones.
6: CCOC1=C2[C@@H](CN(S(=O)(=O)c3ccc(C)cc3)[C@H]2c2ccc(Cl)cc2)[C@H]2C(=O)N(c3ccccc3)C(=O)[C@H]2C1
7: C[C@H]1CN([C@@H](C)CO)C(=O)c2cc(-c3ccc(C(=O)N(C)C)cc3)cnc2O[C@@H]1CN(C)C(=O)C1CC1
8: C=C(C)Cn1c(CNC(C)=O)nc2ccccc21
9: Cc1noc(C)c1S(=O)(=O)Nc1ccc2c(c1)CC(=O)N([C@H](C)CO)C[C@H](C)[C@H](CN(C)CC1CC1)O2
10: C[C@@H]1CCCCO[C@H](CN(C)C)[C@H](C)CN([C@@H](C)CO)C(=O)c2cc(NS(=O)(=O)c3ccccc3)ccc2O1
11: O=C(C[C@@H]1CC[C@H](NC(=O)C2CCC2)[C@@H](CO)O1)Nc1nccs1
12: CC(C)N(C(=O)CSc1nnnn1C1CCCC1)C(C)C
13: C[C@@H]1CN([C@@H](C)CO)C(=O)c2cc(NC(=O)Nc3cccc4ccccc34)ccc2O[C@H]1CN(C)Cc1ccc(Cl)c(Cl)c1
14: C[C@H](CO)N1C[C@H](C)[C@H](CN(C)Cc2ccc3c(c2)OCO3)Oc2ccc(NC(=O)NC3CCCCC3)cc2C1=O
15: N#Cc1cc2ccncc2c2ccccc12
16: COCC(=O)Nc1ccc2c(c1)C(=O)N(C)[C@@H]1CC[C@H](CC(=O)NCc3cccc(F)c3)O[C@H]1CO2
assay / entry,6,7,8,9,10,11,12,13,14,15,16
RAD52 inh,-4,-7,27,7,-7,7,-2,6,-4,-6,.
esBAF inh,5,-1,-1,5,0,3,-5,-1,0,-14,-1
ERAP1 HTS inh,.,-1,5,2,1,3,12,0,-3,-1,.
RAD54 inh,-6,-4,0,4,-2,-2,-7,11,4,0,-4
ERp5 inh,-3,-3,4,-1,-1,3,3,19,0,0,.
Xi reactivation,0.0,0.1,-0.1,0.0,0.2,-0.7,.,-0.6,-0.1,0.1,0.0
E-sel inducer,.,-0.8,0.0,0.0,-0.2,-0.2,.,0.7,-2.0,1.5,0.0
S100A4 inh HTS,0,-6,1,3,-2,-4,-24,-15,3,1,.

17: COc1ccc(C)cc1NC(=O)c1cc(S(=O)(=O)N2CCCCC2)ccc1N1CCOCC1
18: CCOC(=O)c1c(C)[nH]c(C)c1C(=O)CSc1nnc(N)s1
19: O=C(COC(=O)CCC(=O)c1cccs1)NCc1ccc(Cl)cc1
20: O=C(N[C@H]1CC[C@H](CCNS(=O)(=O)c2ccc(Cl)cc2)O[C@H]1CO)c1cccnc1
21: CCOc1ccc(C(=O)NCC(C)NC(=O)c2ccc(OCC)cc2)cc1 (configuration not stated)
22: CO[C@@H]1CN(C)C(=O)c2ccc(NC(=O)C3CC3)cc2OC[C@H](C)N(C(=O)c2cnccn2)C[C@@H]1C
23: O=C(NNc1ccccc1)c1ccccc1
24: C[C@@H]1CN([C@@H](C)CO)C(=O)c2cc(C#CC3(O)CCCC3)cnc2O[C@H]1CN(C)Cc1ccncc1
assay / entry,17,18,19,20,21,22,23,24
RAD52 inh,-3,-15,-22,-9,-1,1,15,11
esBAF inh,0,.,9,1,-13,-7,4,-4
ERAP1 HTS inh,-3,-2,3,-1,-2,-3,4,3
RAD54 inh,5,.,-8,5,-4,-8,-8,-1
ERp5 inh,1,-6,6,-3,3,0,1,4
Xi reactivation,-0.1,0.0,0.1,0.3,0.0,0.2,0.2,-0.7
E-sel inducer,.,.,0.0,0.4,.,-0.2,1.7,0.6
S100A4 inh HTS,7,-5,1,-1,1,9,4,3

25: O=C(NCCN1CCN(S(=O)(=O)c2ccc(F)cc2)CC1)C(=O)NCc1ccccc1
26: O=C(c1ccccc1SCc1ccccc1)N1CCOCC1
27: Cc1ccc(S(=O)(=O)N(C)c2ccc(OC(C)C(=O)N(C)c3ccccc3)cc2)cc1 (configuration not stated)
28: CC(=O)N(C)C[C@@H]1Oc2ncc(C#Cc3ccncc3)cc2C(=O)N([C@H](C)CO)C[C@H]1C
29: CCOc1cccc(C(=O)Nc2ccccc2C(=O)N2CCOCC2)c1
30: CCOC(=O)C1=C[C@@H](CC)N(S(=O)(=O)c2ccc(C)cc2)[C@H]1c1cccc(Cl)c1
31: COc1ccc(CC(=O)OCC(=O)Nc2cc(Cl)ccc2C)cc1
32: O=C(c1cc(C2CC2)on1)N1CCCC(N2CCN(c3cccc(C(F)(F)F)c3)CC2)C1 (configuration not stated)
assay / entry,25,26,27,28,29,30,31,32
RAD52 inh,-3,-7,-7,-8,10,1,-10,-12
esBAF inh,-2,.,-4,-2,4,0,.,-5
ERAP1 HTS inh,-4,5,-3,2,2,6,-1,-2
RAD54 inh,4,.,-9,8,6,-2,.,-2
ERp5 inh,-2,?,5,1,5,-10,-5,3
Xi reactivation,0.4,0.1,0.0,0.5,0.2,-0.1,0.3,-0.1
E-sel inducer,.,.,-0.3,0.3,0.9,-1.4,-0.1,0.1
S100A4 inh HTS,-4,0,-9,1,-1,-5,-4,10

33: O=C(Cc1ccc(Nc2nc3ccc(Br)cc3[nH]2)cc1)NCCc1cccs1
34: C[C@@H]1CN([C@@H](C)CO)C(=O)Cc2cc(NC(=O)Nc3ccccc3)ccc2O[C@@H]1CN(C)CC1CC1
35: Cc1cc(OCC(=O)Nc2cccnc2)c2c(C)c(C)c(=O)oc2c1
36: CC(=O)Nc1ccc2c(c1)C(=O)N(C)[C@H]1CC[C@H](CC(=O)N3CCc4ccccc4C3)O[C@@H]1CO2
37: CC(=O)Nc1ccc2c(CSc3nncs3)cc(=O)oc2c1
38: CN1C(=O)c2cc(NC(=O)c3cscn3)ccc2OC[C@@H]2O[C@@H](CC(=O)NCC3CC3)CC[C@@H]21
39: Cc1ccc(C(=O)NN=CC(=O)c2ccccc2)c(C)c1
40: COC(=O)c1cc(N=CC2=C(O)CC(C)(C)CC2=O)cc(C(=O)OC)c1
assay / entry,33,34,35,36,37,38,39,40
RAD52 inh,-6,17,-4,.,-41,.,-8,-10
esBAF inh,-15,5,-10,-1,-6,2,-31,.
ERAP1 HTS inh,.,6,2,.,-3,.,1,5
RAD54 inh,-11,-6,1,-6,3,6,5,.
ERp5 inh,1,-3,-6,.,0,.,0,7
Xi reactivation,0.6,.,0.1,0.2,-0.1,0.1,0.1,0.3
E-sel inducer,0.1,.,.,-0.1,1.8,0.0,4.6,.
S100A4 inh HTS,-3,-6,-2,.,0,.,-3,4

41: O=C(NCCS(=O)(=O)N1CCN(c2ccccc2F)CC1)C1CC(=O)N(c2ccc(F)cc2)C1 (configuration not stated)
42: O=C(Nc1ccc(C(=O)O)cc1)/C(=C\C=C\c1ccccc1)NC(=O)c1ccccc1Br
43: COc1ccc(-[n+]2c(C)cc(/C=C3\Sc4ccccc4N3C)cc2C)cc1
44: COc1ccccc1N1CCN(C(=O)C2=CC=CN3CCS(=O)(=O)N=C23)CC1
45: CC(Sc1nncn1C)C(=O)Nc1ccc(S(N)(=O)=O)cc1 (configuration not stated)
46: CN(C)CCCNC(=O)[C@H]1[C@H](CO)[C@H]2Cn3c(cccc3=O)[C@H]2N1C(=O)Nc1ccccc1
47: COc1ccc(NC(=O)N(C)C[C@H]2Oc3ccc(NC(=O)Nc4c(C)noc4C)cc3C(=O)N([C@H](C)CO)C[C@H]2C)cc1
assay / entry,41,42,43,44,45,46,47
RAD52 inh,-13,-14,-258,-3,-10,6,-28
esBAF inh,-2,.,.,-6,-6,4,1
ERAP1 HTS inh,-1,-42,10,-4,-1,0,.
RAD54 inh,-2,3,.,7,1,4,4
ERp5 inh,-2,-15,-5,1,6,-9,23
Xi reactivation,0.2,0.0,179*,0.3,-0.1,0.2,0.0&0.0
E-sel inducer,.,-1.6,.,9.0,1.2,-0.2,-2.6&-0.1
S100A4 inh HTS,1,16,1,-1,-2,9,-2

Bioassay records deposited in PubChem BioAssay by Broad Institute.
